JMJD2C inh: blocks human GASC-1 demethylase activity; AID 2099; 330,000 compounds, 0.069% hits; GST-JMJD2C(1-420) H3K9me3 demethylation, DELFIA europium; Q9H3R0; inhibition, % at 2.35 µM;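 active means more than half of a compound's replicate wells show inhibition beyond 50%, single wells judged on their own value; inconclusive means some, but no more than half, of replicates pass 50% inhibition; inactive means no replicate passes 50% inhibition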;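 further: signal counts dimethyl H3K9 product captured on neutravidin plate; 0% = median of DMSO wells and 100% = 0.3 times that DMSO median; strong numbers were not always called active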
core dimer inh: blocks dimerization of HCV core protein; TR-FRET GST/Flag-core106 dimerization, 1536-well; inhibition, % at 5 µM; 300,000 compounds, 0.33% hits;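 active means inhibition above the mean of all tested compounds plus 3 SD, set per screening campaign, cut at about 45% in these data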
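Assay system: GST-tagged and Flag-tagged HCV core protein residues 1-106 / Times: compound-protein-antibody incubation 4 h at 22.5 °C / Signal: time-resolved FRET, ex 340 nm, em 617 and 671 nm / Evaluation: % inhibition based on acceptor/donor emission ratio / Benchmarks: wells lacking GST-core106 and wells with excess unlabelled core106 / Repeats: singlicate, one well per compound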
proCasp3 act: procaspase-3 (human) activation. P42574. recombinant procaspase-3 D3A, Ac-DEVD-pNA absorbance 405 nm. activation, % at 8.5 µM. 330,000 compounds, 0.11% hits. AID 463141;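 active means activation above the mean of all tested compounds plus 3 SD, cut at about 21% in these data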;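 further: 0% = DMSO alone and 100% = DMSO wells spiked with extra 5 µM PC-3 D3A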
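Assay system – Procaspase-3 D3A mutant · Benchmarks – DMSO low control, extra-enzyme high control · Technique – 405 nm absorbance of p-nitroaniline, reads at 0 and 120 min · Doses – 8.5 µM nominal · Measure – % activation between DMSO and enzyme-spiked controls · Also added – Ac-DEVD-pNA chromogenic peptide substrate · Schedule – 1 h compound preincubation, 2 h substrate hydrolysis at 25 °C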
PP1 counter: PP1-alpha (human) inhibition in PP5 counter-screen. purified PP1alpha, OMFP fluorescence. inhibition, % at 6.7 µM. P62136. 320,000 compounds, 0.9% hits;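 active means inhibition above the mean inhibition of all tested compounds plus 3 SD, computed separately for each screening campaign, cut at about 15% in these data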
Target sequence (P62136 whole entry, looked up): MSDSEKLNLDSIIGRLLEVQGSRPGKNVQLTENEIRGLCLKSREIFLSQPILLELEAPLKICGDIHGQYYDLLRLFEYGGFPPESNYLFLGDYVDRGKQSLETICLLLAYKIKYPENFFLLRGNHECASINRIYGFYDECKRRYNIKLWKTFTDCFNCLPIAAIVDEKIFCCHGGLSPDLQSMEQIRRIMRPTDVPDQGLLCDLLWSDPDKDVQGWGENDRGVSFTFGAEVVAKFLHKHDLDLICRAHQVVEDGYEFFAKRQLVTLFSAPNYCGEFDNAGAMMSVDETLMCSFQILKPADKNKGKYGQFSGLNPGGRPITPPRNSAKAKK
procasp7 counter: counter-screen: procaspase-7 (human) activation; P55210; recombinant procaspase-7, Ac-DEVD-pNA absorbance 405 nm; D23A/D198A/D206A triple mutant, cannot self-cleave; scale: DMSO 0, 5 µM enzyme 100; activation, % at 8.5 µM; 330,000 compounds, 0.093% hits;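 active means percent activation above the screen-wide mean plus 3 SD, cut at about 25% in these data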
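System: Procaspase-7 triple mutant (PC-7 D3A); measure: % activation from two-timepoint absorbance difference, scaled to controls; times: 1 h compound preincubation, 2 h substrate cleavage, 25 °C; also added: Ac-DEVD-pNA substrate, 400 µM as added; measured by: Epi-absorbance of released pNA at 405 nm, two timepoints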
TPT1 inh: blocks Candida albicans tRNA 2'-phosphotransferase; 300,000 compounds, 0.81% hits; inhibition, % at 5 µM; recombinant caTPT1, FP RNA substrate dephosphorylation;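 active means inhibition above the mean of all tested compounds plus 3 SD, set per screening campaign, cut at about 24% in these data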;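 further: plate controls were DMSO alone for no effect and ferristatin control at 100 nM for full effect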
PP5 primary: blocks human protein phosphatase 5 activity; P53041; purified PP5c, OMFP substrate fluorescence; inhibition, % at 6.7 µM; 320,000 compounds, 0.18% hits;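 active means inhibition above the campaign's mean inhibition across all tested compounds plus 3 SD, cut at about 9.5% in these data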;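 further: 0% = DMSO only and 100% = 100 µM cantharidin control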
Target sequence (P53041 whole entry, looked up): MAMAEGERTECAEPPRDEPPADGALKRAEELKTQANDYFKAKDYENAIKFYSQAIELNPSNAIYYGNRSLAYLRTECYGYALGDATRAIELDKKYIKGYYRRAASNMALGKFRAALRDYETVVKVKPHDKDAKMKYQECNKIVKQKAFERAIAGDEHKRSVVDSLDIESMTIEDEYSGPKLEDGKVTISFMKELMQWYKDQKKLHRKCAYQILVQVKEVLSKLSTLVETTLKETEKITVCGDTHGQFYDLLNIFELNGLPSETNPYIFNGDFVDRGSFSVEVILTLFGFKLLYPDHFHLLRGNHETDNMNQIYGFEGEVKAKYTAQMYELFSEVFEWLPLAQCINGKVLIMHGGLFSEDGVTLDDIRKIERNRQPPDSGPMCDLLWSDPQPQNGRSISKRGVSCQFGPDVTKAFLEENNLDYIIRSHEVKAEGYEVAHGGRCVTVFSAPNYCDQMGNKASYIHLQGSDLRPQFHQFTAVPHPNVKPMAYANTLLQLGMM
Efflux pump mplx: antifungal efflux pump inhibition, Nile Red retention | S. cerevisiae Candida pump triplex | inhibition, % at 10 µM | 330,000 compounds, 0.44% hits;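 active means plate passing quality check with inhibition over a set limit, or well fluorescence over plate mean plus 4 SD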;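 further: Nile Red retained in pooled yeast measured as flow cytometry median fluorescence; 0% = buffer negative control and 100% = Enniatin B positive control; higher means more Nile Red kept so more efflux inhibition; some compounds called inactive have numbers as strong as hits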
CTSL1 counter: cathepsin L1 inhibition, PFM18AAP counter-screen. 300,000 compounds, 0.49% hits. inhibition, % at 5.96 µM. recombinant F. hepatica cathepsin L1, Z-Leu-Arg-MCA fluorescence;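 active means inhibition above the mean of all tested compounds plus 3 SD, set per screening campaign, cut at about 17% in these data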;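 further: 0% = plate median of test compound wells and 100% = 1 µM Z-Phe-Ala-diazomethylketone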
An asterisk follows results filed as active; ? = inconclusive; . = no result given.

1	CC12CCC(C/C1=N\OC(=O)c1c(F)cccc1F)C2(C)C (stereo unspecified)
2	Cc1ccc(C)c(NC(=S)N(C2CCCCC2)C(C)c2cccnc2)c1 (stereo unspecified)
3	CN1CCN(C(=O)CCc2nnc3ccc(N4CCC5(CC4)OCCO5)nn23)CC1
4	CCC(=O)C1CCCN(C(=O)c2ccc(OC)c(OC3CCN(C(C)=O)CC3)c2)C1 (stereo unspecified)
5	CCC(C(=O)NC1CCCCC1)N(C(=O)c1snc(C(N)=O)c1N)c1ccc(OC)cc1OC (stereo unspecified)
6	O=C(Nn1c(C2CCC2)nc2ccccc2c1=O)C1CCC1
Assay by compound	1	2	3	4	5	6
JMJD2C inh	0	-9	11	1	-6	6
core dimer inh	1	1	-3	-9	9	-1
proCasp3 act	1	-3	2	-2	-1	-1
PP1 counter	-3	4	1	-2	-3	11
procasp7 counter	5	-11	2	1	-6	-4
TPT1 inh	2	0	-1	-3	-1	-1
PP5 primary	-1.8	1.8	-1.6	3.1	-0.3	4.0
Efflux pump mplx	0.0	-0.1	-0.2	0.1	-0.1	0.0
CTSL1 counter	-2	4	0	-1	1	0

7	COCCCn1c(=O)c2sccc2n2c(CCCC(=O)NCC3CCCO3)nnc12 (stereo unspecified)
8	Cc1ccc(COc2ccc(/C=N/NC(=O)c3ccc(CN4CCOCC4)cc3)cc2)cc1
9	Cc1cccc(Nc2nc(N3CCN(C)CC3)nc(N)c2[N+](=O)[O-])c1
10	CCOc1ccc(CCNC(=O)COC(=O)C2CC2)cc1OCC
11	CCn1c(SCC(=O)Nc2cccc(F)c2)nnc1-c1cc2cc(Br)ccc2o1
12	CCOC(=O)c1c(-c2ccccc2)c2cc(OC)ccc2n1CCCN(C)C
Assay by compound	7	8	9	10	11	12
JMJD2C inh	3	-1	198	4	5	3
core dimer inh	-1	0	-3	-1	5	-15
proCasp3 act	5	8	-1	5	8	0
PP1 counter	-4	1	1	-4	1	1
procasp7 counter	2	-12	-1	0	-12	-1
TPT1 inh	4	-2	1	1	1	0
PP5 primary	-2.4	1.6	0.0	0.8	-0.3	3.3
Efflux pump mplx	-0.2	0.1	0.4	0.0	0.1	0.1
CTSL1 counter	-2	4	4	-1	1	0

13	CCCCN(CC)CCNC(=O)c1cc2c(-c3ccccc3F)nn(C)c2s1
14	Cc1ccc(N(C(=O)c2csnn2)C(C(=O)NC2CCCCC2)c2cccnc2)c(C)c1 (stereo unspecified)
15	Cc1csc(NC(=O)CSc2nnc(C)c(=O)n2N)n1
16	CCOc1ccc(C2NC(=O)c3ccccc3O2)cc1 (stereo unspecified)
17	C=CCn1c(CCNC(=O)c2ccc(Cl)c(Cl)c2)nnc1SCCOc1ccc(OC)cc1
18	CCC(C)N(C(=O)c1csnn1)C(C(=O)NCc1ccc(F)cc1)c1ccccc1 (stereo unspecified)
Assay by compound	13	14	15	16	17	18
JMJD2C inh	12	13	26	3	8	-30
core dimer inh	-3	11	-2	3	1	-18
proCasp3 act	11	0	4	-1	-7	-6
PP1 counter	-1	0	-6	-3	-1	-1
procasp7 counter	-2	-3	-7	4	6	-3
TPT1 inh	-2	-2	2	-3	-4	-1
PP5 primary	1.4	1.4	-2.2	-0.7	1.2	4.2
Efflux pump mplx	-0.2	0.4	-0.1	0.0	-0.1	-0.1
CTSL1 counter	5	-3	-5	-2	1	-8

19	COCCNS(=O)(=O)c1cc(C(=O)O)ccc1OC
20	COc1ccc(C#Cc2c(-c3ccsc3)oc3ccc(-c4cc(OC)c(OC)c(OC)c4)cc23)cc1
21	CCOC(=O)c1ccc(NC(=O)c2nc[nH]c2C(=O)N2CCC(C)CC2)cc1
22	O=C(COC(=O)c1cc(S(=O)(=O)N2CCOCC2)ccc1F)NC1CCCCC1
23	O=C(NCc1ccccc1)C1CCC(CNc2c(N3CCCCC3)c(=O)c2=O)CC1 (stereo unspecified)
24	COc1ccccc1CCNC(=O)C(=O)NCC1OCCCN1S(=O)(=O)c1ccc(F)cc1C (stereo unspecified)
Assay by compound	19	20	21	22	23	24
JMJD2C inh	-2	-62	10	.	4	3
core dimer inh	-2	-14	-8	.	-8	-8
proCasp3 act	0	9	-1	2	0	0
PP1 counter	1	2	0	-7	-3	0
procasp7 counter	5	11	2	-6	8	0
TPT1 inh	2	-4	-1	.	1	0
PP5 primary	-1.1	-0.4	3.7	0.6	0.5	0.1
Efflux pump mplx	-0.1	0.0	0.3	0.3	0.1	0.0
CTSL1 counter	1	-2	-2	.	6	-1

25	CC1CC(C)CN(C(=O)C2CC(=O)N(c3ccc4c(c3)OCCO4)C2)C1 (stereo unspecified)
26	CC(=O)NCC(=O)N1CCCC(C(=O)c2ccc(Oc3ccccc3)cc2)C1 (stereo unspecified)
27	COc1cc(C2Nc3ccccc3C(=O)N2c2ccc(Cl)cc2)c(Cl)cc1OCC(=O)O (stereo unspecified)
28	COc1ccc(C)cc1S(=O)(=O)N(CC(=O)Nc1ccc2c(c1)OCCO2)Cc1ccccc1
29	CCN1CCN(/C=N/c2nc3c(s2)CCCC3)CC1
30	CCSc1nc(O)cc(=O)n1-c1ccc(OC)cc1
Assay by compound	25	26	27	28	29	30
JMJD2C inh	7	-6	2	5	-5	-10
core dimer inh	.	0	-10	-2	-2	-3
proCasp3 act	4	4	8	4	0	6
PP1 counter	-8	0	0	0	-2	9
procasp7 counter	-3	11	11	11	6	4
TPT1 inh	.	-4	-3	1	-3	0
PP5 primary	2.6	2.1	0.3	1.0	1.9	-0.1
Efflux pump mplx	0.3	-0.7	-0.1	-0.4	-0.1	0.1
CTSL1 counter	.	-3	0	-2	0	4

31	COc1ccc(CCNC(=O)c2ccc([N+](=O)[O-])cc2)cc1
32	O=C(O)c1ccc(CNCc2ccccc2F)cc1
33	CC1(C)CC(NC(=O)COc2ccccc2Cl)CC(C)(C)N1
34	CC(=O)c1ccc(N(CC(=O)NC2CCS(=O)(=O)C2)S(=O)(=O)c2ccc(C)cc2)cc1 (stereo unspecified)
35	CCCC(=O)OCC(=O)Nc1ccc2c(c1)OCO2
36	c1csc(COc2ccccc2CNC2CCCCC2)c1
Assay by compound	31	32	33	34	35	36
JMJD2C inh	12	21	-4	-3	0	-12
core dimer inh	-1	1	-5	.	3	-7
proCasp3 act	2	2	6	-2	7	-3
PP1 counter	-1	-3	-1	.	-6	-2
procasp7 counter	3	7	5	20	3	4
TPT1 inh	-1	0	-1	.	2	0
PP5 primary	1.9	0.1	-1.5	.	-0.6	1.3
Efflux pump mplx	-0.1	-0.1	-0.2	0.0	0.0	-0.2
CTSL1 counter	0	7	1	.	-4	-3

An excerpt of these results, field by field:
(34) CC(=O)c1ccc(N(CC(=O)NC2CCS(=O)(=O)C2)S(=O)(=O)c2ccc(C)cc2)cc1 (stereo unspecified)
  JMJD2C inh: -3
  core dimer inh: .
  proCasp3 act: -2
  PP1 counter: .
  procasp7 counter: 20
  TPT1 inh: .
  PP5 primary: .
  Efflux pump mplx: 0.0
  CTSL1 counter: .
(27) COc1cc(C2Nc3ccccc3C(=O)N2c2ccc(Cl)cc2)c(Cl)cc1OCC(=O)O (stereo unspecified)
  JMJD2C inh: 2
  core dimer inh: -10
  proCasp3 act: 8
  PP1 counter: 0
  procasp7 counter: 11
  TPT1 inh: -3
  PP5 primary: 0.3
  Efflux pump mplx: -0.1
  CTSL1 counter: 0
(25) CC1CC(C)CN(C(=O)C2CC(=O)N(c3ccc4c(c3)OCCO4)C2)C1 (stereo unspecified)
  JMJD2C inh: 7
  core dimer inh: .
  proCasp3 act: 4
  PP1 counter: -8
  procasp7 counter: -3
  TPT1 inh: .
  PP5 primary: 2.6
  Efflux pump mplx: 0.3
  CTSL1 counter: .
(28) COc1ccc(C)cc1S(=O)(=O)N(CC(=O)Nc1ccc2c(c1)OCCO2)Cc1ccccc1
  JMJD2C inh: 5
  core dimer inh: -2
  proCasp3 act: 4
  PP1 counter: 0
  procasp7 counter: 11
  TPT1 inh: 1
  PP5 primary: 1.0
  Efflux pump mplx: -0.4
  CTSL1 counter: -2

Following part
37	Cc1ccc2nc(C)c(C(=O)N/N=C/c3ccc(N4CCOCC4)cc3)cc2c1
38	COc1ccc(OC)c(NC(=O)CCN2CCN(c3ccccc3OC)CC2)c1
39	CCOc1ccc(/C=C2\SC(=S)N(CC(=O)NCCCN3CCOCC3)C2=O)cc1
40	CCC(C)(C)NC(=O)C(C(C)C)N(CC1CCCO1)C(=O)CNS(=O)(=O)c1ccccc1 (stereo unspecified)
41	N=c1sccn1CC(=O)Nc1cccc(S(=O)(=O)N2CCCCCC2)c1
42	COc1ccc(CNC(=O)COC(=O)c2ccc(S(=O)(=O)N3CCCCC3)cc2)cc1
Assay by compound	37	38	39	40	41	42
JMJD2C inh	-21	?	-9	1	-3	4
core dimer inh	0	-12	-4	-10	0	.
proCasp3 act	-7	-7	-17	-2	3	4
PP1 counter	3	-2	1	0	1	.
procasp7 counter	-4	-9	-9	9	6	4
TPT1 inh	2	-1	3	-4	0	.
PP5 primary	0.7	3.6	1.4	2.2	-0.5	.
Efflux pump mplx	-0.2	0.0	-0.1	-0.1	0.0	-0.2
CTSL1 counter	3	0	-1	-2	-11	.

43	COc1ccc(OC)c(C(=O)c2coc3cc(Br)c(O)c(Br)c23)c1
44	COc1ccc(/C=N/Nc2ccccn2)c(OC)c1OC
45	COc1cc(/C=N\NC(=O)OC(C)(C)C)ccc1OC(=O)c1ccco1
46	COc1cc(NC(=O)CSc2nccc(C)n2)c(C)cc1[N+](=O)[O-]
47	CCC1CCCCN1S(=O)(=O)c1ccc(C(=O)Nc2nnc(-c3cccs3)o2)cc1 (stereo unspecified)
48	Cc1ccc(Cn2ncn(-c3ccccc3)c2=O)cc1
49	COc1ccc(C(=O)OCC(=O)c2ccc(C3CCCCC3)cc2)cc1
50	COc1ccc(CN(C(=O)c2snc(C(N)=O)c2N)C(C(=O)NC2CCCC2)c2ccco2)cc1 (stereo unspecified)
Assay by compound	43	44	45	46	47	48	49	50
JMJD2C inh	-1	-3	34	7	7	3	-34	20
core dimer inh	4	-5	-4	19	43	-7	1	10
proCasp3 act	-17	5	-4	3	15	5	8	1
PP1 counter	2	3	-1	1	41*	-1	-4	-1
procasp7 counter	-18	-3	3	-10	14	12	0	0
TPT1 inh	-1	0	-5	1	1	-3	-3	-1
PP5 primary	-0.6	0.2	0.8	1.2	2.9	-1.4	-1.0	3.4
Efflux pump mplx	0.1	0.1	-0.2	-0.4	-0.1	0.1	0.0	-0.1
CTSL1 counter	0	-1	-4	0	10	-5	0	-1
